Pf growth 96h: Primary qHTS for delayed death inhibitors of the malarial parasite plastid, 96 hour incubation. P. falciparum luciferase reporter growth, 96 h. Potency, µM (highest dose often 28.7 µM), for inactives: at the highest dose activity change, negative = inhibition, hits mostly inhibitors. hit rate 6.9% among 320,000
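P. falciparum expressing integrated firefly luciferase, in erythrocytes at 2% hematocrit, 0.05% parasitemia, incubated with compounds 96 h at 37 C, 5% CO2. Growth inhibition read as loss of luminescence; two-generation exposure targets delayed-death apicoplast inhibitors.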
Pf growth 48h: Primary qHTS for delayed death inhibitors of the malarial parasite plastid, 48 hour incubation; P. falciparum luciferase growth in erythrocytes, 48 h; Potency, µM (titrated, usually from 28.7 µM), inactives show at the highest dose activity change, negative = inhibition, usual class: inhibitors; hit rate 5.9% among 310,000; AID 504832, 2011
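Erythrocytes infected with P. falciparum carrying an integrated firefly luciferase reporter (2% hematocrit, 0.1% parasitemia final) were exposed to compounds in RPMI 1640 with 0.5% Albumax at 37 C, 5% CO2. Growth inhibition was scored as reduced luminescence.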
LmPK inhibitor: qHTS Assay for Inhibitors of Leishmania Mexicana Pyruvate Kinase (LmPK) | hit rate 0.37% among 290,000 | purified LmPK, Kinase-Glo ATP luminescence, 1 h | Q27686 | Potency, µM (titrated, usually from 57.5 µM), without a hit: top-dose activity change, negative = inhibition, actives largely listed as inhibitors
Target sequence (Q27686 whole entry, looked up): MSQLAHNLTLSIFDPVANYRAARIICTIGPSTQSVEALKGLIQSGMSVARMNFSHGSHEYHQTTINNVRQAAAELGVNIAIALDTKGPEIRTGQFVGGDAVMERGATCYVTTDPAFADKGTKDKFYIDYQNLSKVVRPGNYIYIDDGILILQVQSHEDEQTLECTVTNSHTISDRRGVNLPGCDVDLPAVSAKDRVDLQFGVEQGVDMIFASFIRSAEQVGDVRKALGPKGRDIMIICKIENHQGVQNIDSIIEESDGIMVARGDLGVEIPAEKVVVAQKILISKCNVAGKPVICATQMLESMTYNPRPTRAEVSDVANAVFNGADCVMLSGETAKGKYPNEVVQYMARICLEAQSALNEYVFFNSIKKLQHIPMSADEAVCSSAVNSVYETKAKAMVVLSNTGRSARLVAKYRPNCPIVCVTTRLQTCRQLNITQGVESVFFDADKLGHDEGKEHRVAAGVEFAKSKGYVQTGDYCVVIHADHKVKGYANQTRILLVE
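0.1 nM LmPK, 0.5 mM PEP, 0.1 mM ADP; 50 mM imidazole pH 7.2, 7 mM MgCl2, 50 mM KCl; 1 h RT. Kinase-Glo luminescence readout, normalized to no-enzyme (full inhibition) and uninhibited wells.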
HCV inhibitor: qHTS Assay for Inhibitors of Hepatitis C Virus (HCV) | Huh7.5.1 HCVcc-Cre infection, luciferase reporter, 44 h | Potency, µM (series often up to 41.8 µM), for the others: at the top dose activity change, negative = inhibition, hits mostly inhibitors | hit rate 3.4% among 340,000 | AID 651820, 2012
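Compounds are dispensed onto cells plated 4 h earlier at 1,000 per well, with HCVcc-Cre virus (about 0.5 moi) added next. Following 44 h of culture, luminescent signal is measured for 15 sec after 15 min with substrate at room temperature.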
Sm TGR block: qHTS Assay for the Inhibitors of Schistosoma Mansoni Peroxiredoxins; Schistosoma mansoni thioredoxin glutathione reductase (TGR), Q962Y6; purified TGR, DTNB reduction, TNB absorbance 405 nm; Potency, µM (series often up to 114 µM), without a hit: at the highest dose activity change, negative = inhibition, most hits filed as inhibitors; hit rate 3% among 360,000; note: nearly all actives have a fitted effect of over 60% in size
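TGR 20 nM + NADPH 100 uM (dispensed conc.), cpd preinc 15 min RT; start with NADPH (500 uM addition) then DTNB (15 mM addition). Kinetic TNB absorbance, 405 nm filter. Four-parameter Hill fit across titration.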
TbPYK inhibitor: qHTS of Trypanosoma Brucei Inhibitors; pyruvate kinase (Trypanosoma brucei), Q57TT1; TbPYK enzyme, Kinase-Glo Plus ATP luminescence, 45 min; hit rate 0.12% among 410,000; Potency, µM (doses to about 76.8 µM), for inactives: at the top dose activity, negative = inhibition, hits mostly inhibitors; note: nearly all actives have a fitted effect of over 50% in size
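T. brucei PYK with substrate was exposed to pin-transferred compounds across a concentration series, then started with 130 uM ADP (final). After 45 min at room temperature, Kinase-Glo Plus luminescence was read, normalized and curve-fitted.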
Numbers without * were called inactive; ? = inconclusive; . = no result given; & = joins results of further samples; [ ] = another dose, or the depositor's remark. Calls come from the whole dose curve; as a rule, active = well fitted curve in the direction sought with a large enough effect; inconclusive = small, poorly fitted or top-dose-only effect, or another doubt; inactive = no such curve, though single readings can be large; an effect the other way counts as inactive or inconclusive. % is set by controls: 0 for no effect and ±100 for the full control effect; potency is the fitted concentration of half-maximal effect.

SMILES | Pf growth 96h | Pf growth 48h | LmPK inhibitor | HCV inhibitor | Sm TGR block | TbPYK inhibitor
CS(=O)(=O)c1ccc(Cl)c(NC(=O)Cc2c(F)cccc2Cl)c1 | -1% | 1% | 2% | -2% | -1% | 2%
COCCCn1c(C23CC4CC(CC(C4)C2)C3)n[nH]c1=S | 31%[activator] | ? | -9% | -11% | 10% | ?
S=C(c1ccc(-c2ccc(Cl)cc2Cl)o1)N1CCCC1 | ? | ? | -27% | -9% | -25% | ?
Cc1ccccc1-c1nc(C#N)c(NCc2ccco2)o1 | 0% | 4% | 1% | -10% | 3% | -2%
Cc1cc(NC(=O)CN(C)S(=O)(=O)c2cccc(Cl)c2)no1 | 52%[5.75 µM] | -11% | -1% | 0% | 8% | -2%
CN(N=Nc1cccc([N+](=O)[O-])c1)c1ccccc1 | -4% | 93%[activator] | -3% | -28% | 30% | 4%
CC(=O)N1[C@H](Cc2ccccc2)C=C[C@]1(C)C(=O)NCCc1c[nH]c2ccccc12 | ? | -12% | 1% | 2%[8.37 µM] | -1% | -7%
CCOc1ccc(C2Nc3ccc4ccccc4c3-c3c2c(=O)oc2ccccc32)cc1 (centres undefined) | 3% | . | 2% | ? | -15% | 1%
Cc1ccccc1-c1nc(CS(=O)(=O)CC(=O)NCc2ccc3c(c2)OCO3)c(C)o1 | -5% | 5% | 2% | -3%&-10% | -24% | 1%
CCOC1(OCC)N=C(N)C2(C#N)C(c3cccc(C)c3)C12C#N (centres undefined) | ? | -10% | -6% | 13% | -9% | -8%
O=C(CN1CCN(S(=O)(=O)c2ccccc2F)CC1)NCC1(N2CCOCC2)CCCCC1 | ? | ? | . | 6% | -27% | -7%
Cc1cccc(NCC(=O)NNC(=S)Nc2ccccc2)c1 | ? | 2% | -1% | 25% | . | -27%
O=C1/C(=C/c2ccco2)Oc2c1ccc(O)c2CN1CCCCC1 | ? | ? | 0% | 21% | ? | -8%
O=C(Nc1c(F)cccc1F)c1ccc(-n2cncn2)nc1 | 39%[activator] | 28% | -3% | 16% | 4% | 0%
O=C(NCCNc1ccc(Cl)cc1[N+](=O)[O-])c1ccccc1F | ? | 10% | -3% | -10% | 12% | -7%
Cc1ccc(-n2c(SCC(=O)N3CCCCC3)nc(O)cc2=O)cc1 | 4% | 7% | 0% | -1% | -20% | -4%
COc1cc([C@@H]2[C@H]3CNCC=C3C(C#N)=C(N)C2(C#N)C#N)ccc1OC(C)C | -12% | 13µM* | -4% | ? | ? | -3%
CC1(C)CC2CC(C)(CN2C(=O)Cc2ccccc2)C1 (centres undefined) | -25% | -27% | 1% | 11% | -13% | 3%
Cc1c(/C=C/C(=O)c2ccccc2)cnn1C | 32%[activator] | 101%[activator] | ? | ? | 1% | -9%
O=c1nc(N2CCOCC2)ccn1-c1nc(-c2ccccc2)oc1-c1ccccc1 | 90%[activator] | -31% | -5% | 11% | -1% | 2%
CC(C)CNC(C(=O)Nc1ccc([N+](=O)[O-])cc1Br)c1ccccc1 (centres undefined) | ? | ? | 0% | -2% | -1% | 4%
CCc1n[nH]c(=S)n1/N=C/c1c(C)nn(-c2ccccc2)c1Cl | -5% | ? | -6% | 0% | -11% | ?
CCOC(=O)CCc1c(C)n(CC)c2ncnn2c1=O | -22% | 7% | -9% | 11% | -4% | 2%
CCn1cc(CN2CCC(C(=O)Nc3ccc(Oc4ccccc4F)cc3)CC2)c(C)n1 | ? | ? | -5% | 2.8µM* | 0% | -8%
Cc1ccc(Sc2c(C)[nH]n(C(C)(C)C)c2=O)cc1 | 82%[activator] | -14% | 0% | 16% | 3% | -14%
Cc1cc(=O)[nH]c(N/N=C/c2c(C)nn(-c3ccccc3)c2C)n1 | -25% | 12µM* | 1% | 6% | -10% | 3%
Cc1onc(-c2ccccc2)c1CNC(=O)Nc1ccccc1 | ? | -2% | -1% | -13% | 3% | 3%
CC1=C(C(=O)OCc2ccccc2)C(c2ccc([N+](=O)[O-])cc2)NC(=O)N1CCCCCC(=O)O (centres undefined) | ? | ? | 2% | 7%[8.37 µM] | 1% | 2%
c1ccc(N2N=C(c3cccs3)CC2c2ccco2)cc1 (centres undefined) | ? | 22% | 3% | 10% | -36% | -3%
CC(C)CCNC(=O)CN(CCN1CCOCC1)C(=O)Cn1nnc(-c2ccc(F)cc2)n1 | -3%[5.75 µM] | -23% | 5% | -9% | 5% | -8%

The last 3 records of the section before are carried over, then new ones follow:
SMILES | Pf growth 96h | Pf growth 48h | LmPK inhibitor | HCV inhibitor | Sm TGR block | TbPYK inhibitor
CC1=C(C(=O)OCc2ccccc2)C(c2ccc([N+](=O)[O-])cc2)NC(=O)N1CCCCCC(=O)O (centres undefined) | ? | ? | 2% | 7%[8.37 µM] | 1% | 2%
c1ccc(N2N=C(c3cccs3)CC2c2ccco2)cc1 (centres undefined) | ? | 22% | 3% | 10% | -36% | -3%
CC(C)CCNC(=O)CN(CCN1CCOCC1)C(=O)Cn1nnc(-c2ccc(F)cc2)n1 | -3%[5.75 µM] | -23% | 5% | -9% | 5% | -8%
N#C/C(=C\c1ccccn1)c1ccccn1 | 8.3µM* | ? | -1% | ? | -29% | 2%
Cc1ccc(-n2c(SCC(=O)Nc3ccc(N4CCOCC4)cc3)nc3ccccc3c2=O)cc1 | 9% | ? | 5% | ? | -10% | 1%
COc1ccccc1CNN | 15% | ? | 4% | -3% | 7% | 3%
CC(C)OCCCNC(=O)c1ccc(NC(=O)C2=CSCCO2)cc1 | -3% | -10% | -12% | 1% | 2% | 3%
O=C(CSc1nc2ccccc2nc1SCC(=O)N1CCOCC1)N1CCOCC1 | ? | ? | -1% | 13%&-2% | -12% | -10%
COCCN1CCn2c(nc3cc(NC(C)=O)ccc32)C1 | 32%[activator] | 5% | -7% | 15% | 14µM* | -2%
Cc1ccc2[nH]c(=O)c(C(c3nnnn3CC3CCCO3)N3CCc4ccccc4C3)cc2c1 (centres undefined) | 14% | -13% | 0% | 6%&-10% | 25µM* | -24%
Cc1cccc(C)c1NC(=O)CSc1nnc(Cn2nnc(-c3ccccc3)n2)n1-c1ccccc1 | -17% | 9.3µM* | -1% | ? | -2% | 4%
CNc1c(NS(=O)(=O)c2ccc(C(C)(C)C)cc2)c(=O)oc2ccccc12 | 10% | -11% | -3% | -9% | 4% | -5%
COc1ccc(CN2CCN(Cc3cc(=O)oc4cc(C)ccc34)CC2)c(OC)c1OC | 9.3µM* | ? | 2% | ? | ? | -3%&-5%
O=[N+]([O-])c1ccccc1S(=O)(=O)NCCC1=CCCCC1 | 0% | 1% | 0% | -6% | 17% | 6%
COc1ccc(CNC(=O)C(C)Sc2nc3ccccc3c(=O)n2CC2CCCO2)cc1 (centres undefined) | ? | ? | . | -3% | -9% | 5%
Cc1nc2cc(NC(=O)NC3CC3)ccc2n1C | 143%[activator] | 108%[activator] | 8% | 9% | 15% | 2%
CCc1ccc(/C=C2\C(=N)N3N=C(CC(=O)N4CCCCC4)SC3=NC2=O)cc1 | 60%[activator] | 2% | 2% | 5% | 6% | 1%
CN(C)CCN(C(=O)c1cccc(Cl)c1)c1nc2c(Cl)cccc2s1 | 7% | 12% | 1% | ? | -1% | -1%
COc1ccc(NC(=O)CN2CCC(NC(=O)C3CCCCC3)CC2)c([N+](=O)[O-])c1 | ? | 4% | -1% | 4% | 0%[57.1 µM] | -5%
Cc1nc(N)nc(SCc2ccc([N+](=O)[O-])cc2)c1N | 19% | -1% | 0% | -10% | -6% | -4%
Cc1ccc(OCC(=O)OCC(=O)NC2CCCC2)cc1C | -18% | 5% | . | 5% | -1% | -18%
COc1ccc(-c2nc(CS(=O)CC(=O)N3CCC4(CC3)OCCO4)c(C)o2)cc1 (centres undefined) | 39%[activator] | 23% | -2% | -7% | ? | .
CN(/N=C/c1cc(Br)cc(Br)c1O)c1ccccc1 | 377%[activator] | 30% | 8% | ? | 1% | 1%
O=C(O)c1ccc(N=Nc2c(O)[nH]c3cc(Cl)ccc23)cc1 | 4.7µM* | ? | 3% | 30%[activator] | -11% | -4%
CCC(=Nc1ccc(OC)cc1OC)c1c(O)[nH]c(=O)[nH]c1=O | -29%[5.75 µM] | ? | 1% | 7% | -8% | 1%
O=C1c2ccccc2C(=O)N1CCc1nc2ccccc2c(=O)n1Cc1ccco1 | -26% | 23% | 10% | 19% | 35µM* | -13%
O=C(NCC(=O)N1CCCC1C(=O)O)OC1CCCCC1 (centres undefined) | 9% | ? | 3% | 13% | 1% | -1%
CC(C)=NOCc1ccc(-c2cn([C@@H]3COC[C@H]3O)nn2)cc1 | -44% | 0% | 4% | -10%[8.37 µM] | 1% | .
O=C(NNC(=O)c1ccc([N+](=O)[O-])cc1)c1ccncc1 | -2% | 19% | -3% | 25% | -2% | -12%
CC(C)CC(=O)OC1C(N2CCOCC2)c2c(ccc(/C=C/C(=O)N3CCOCC3)c2O)OC1(C)C (centres undefined) | 2.6µM* | ? | 6% | 21%&1% | -1% | -1%
Cn1c2cc(B(O)O)sc2c2cnn(Cc3ccc(F)cc3F)c(=O)c21 | ? | ? | . | . | -20% | .
Cc1ccc(C(=O)Nc2ccccc2C(=O)O)cc1S(=O)(=O)Nc1ccccc1 | 14% | 1% | -2% | 3% | 4% | -15%
Cc1ccc(CN2CCCN(C)CC2)c(C)c1 | 0% | -2% | -2% | -14% | -3% | -6%
O=C(O)c1ccc(COc2ccccc2C=C2C(=O)c3ccccc3C2=O)cc1 | 0% | 2% | -7% | -6% | -4% | -9%
Cn1c(N)c(N=Nc2ccc(S(N)(=O)=O)cc2)c(=O)n(C)c1=O | 22% | 3% | -4% | 9% | -28% | 1%
CCOc1ccccc1CNC(=O)c1c([N+](=O)[O-])c(C)nn1C | 3% | 10% | 2% | 1% | 4% | 2%
O=[N+]([O-])c1ccc(O)c(N=Cc2sc3ccccc3c2O)c1 | ? | ? | -24% | ? | 0% | -13%
CN(C)c1ccc(SC#N)cc1 | 2.9µM* | 6.6µM* | 3% | 13% | 10% | -1%
CCS(=O)(=O)c1ccc2oc(SCC(=O)Nc3ccc(OC)cc3OC)nc2c1 | -3% | 29% | 8% | -11% | -5% | 1%
CC1(C)Cc2c(c(-c3ccco3)nc3sc4c(NCCO)ncnc4c23)CO1 | ? | ? | 10%[11.5 µM] | 13µM* | 14µM* | 0%
O=C(CCCN1C(=O)CSc2ncccc21)N1CCN(c2cccc(C(F)(F)F)c2)CC1 | 1% | ? | 4% | ? | 0% | -3%
O=C1CC(N2CCN(C3CC(=O)N(CCc4ccccc4)C3=O)CC2)C(=O)N1CCc1ccccc1 (centres undefined) | 18% | 3% | 0% | 8%&-19% | -2% | 10%

Complete entries from above.
COc1ccc(NC(=O)CN2CCC(NC(=O)C3CCCCC3)CC2)c([N+](=O)[O-])c1 across the screens: Pf growth 96h = ?; Pf growth 48h = 4%; LmPK inhibitor = -1%; HCV inhibitor = 4%; Sm TGR block = 0%[57.1 µM]; TbPYK inhibitor = -5%
Cc1ccc(OCC(=O)OCC(=O)NC2CCCC2)cc1C across the screens: Pf growth 96h = -18%; Pf growth 48h = 5%; LmPK inhibitor = .; HCV inhibitor = 5%; Sm TGR block = -1%; TbPYK inhibitor = -18%
